NF-kB expr up – activators of NF-kB expression in neurons, primary screen, cell-based, HTS. human neuronal cells, NF-kB reporter expression; active compounds read high. fold change at 12.5 µM. hit rate 1.6% among 190,000; in the data active = fold change above about 3.3
STAT1 act – STAT1 signaling activators, primary screen, cell-based, HTS, luciferase reporter; activation (% of control), % at 5.5 µM; NIH 3T3 STAT1-luciferase reporter, IFN-gamma, luminescence; 100% = IFN-gamma alone, no compound; hit rate 2.6% among 200,000; AID 932, 2007;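 active = activation above the screen-wide mean activation plus 3 SD, cut at about 130% in these data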;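 note: raw ratio to IFN-gamma control signal so 100% means no change and 0% no light; values of inactives mirror those of a sister screen read the other way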
Hsp70 act – Hsp70 transcriptional activators, primary screen, cell-based, HeLa, Hsp70 promoter luciferase, luminescence, 10 µM; HeLa Hsp70 promoter luciferase reporter; scaled: vehicle 0, proteasome-inhibitor control 100%; activation, % at 10 µM; hit rate 0.04% among 200,000; AID 1203, 2008;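 active = activation above the mean across all tested compounds plus 3 SD, cutoff set per campaign, cut at about 5.5% in these data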;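 note: 100% = MG132 at 30 µM as the positive control and 0% = DMSO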
FLuc inhib CS – firefly luciferase enzyme inhibitors, primary screen, artefact control for luciferase-based inhibitor screens, biochemical, luminescence, ATPLite; inhibition, % at 10 µM; Luciferin 4-monooxygenase (Photinus pyralis), P08659; 10 min; AID 1006, 2008; hit rate 1.5% among 200,000;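 active = inhibition above about 50% when tested at 10 µM, limit read from the data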
Target sequence (P08659 whole entry, looked up): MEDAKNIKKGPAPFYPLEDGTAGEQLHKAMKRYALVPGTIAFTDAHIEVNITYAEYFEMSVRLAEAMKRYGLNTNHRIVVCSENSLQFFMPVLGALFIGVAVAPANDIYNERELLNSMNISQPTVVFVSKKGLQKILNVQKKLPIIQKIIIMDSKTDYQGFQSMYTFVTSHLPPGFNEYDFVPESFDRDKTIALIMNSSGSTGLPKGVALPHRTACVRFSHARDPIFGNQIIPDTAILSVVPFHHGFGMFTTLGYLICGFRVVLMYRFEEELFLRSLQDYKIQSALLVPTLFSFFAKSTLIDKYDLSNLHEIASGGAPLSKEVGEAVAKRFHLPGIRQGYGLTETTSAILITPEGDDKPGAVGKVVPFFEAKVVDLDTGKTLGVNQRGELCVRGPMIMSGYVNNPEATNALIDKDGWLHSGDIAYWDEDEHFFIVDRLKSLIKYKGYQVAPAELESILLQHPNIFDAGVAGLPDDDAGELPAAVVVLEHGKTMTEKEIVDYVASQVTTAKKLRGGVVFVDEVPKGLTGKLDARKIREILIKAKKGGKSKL
FLuc act counter – FLuc activators, initial screening, artefact control for FLuc-dependent activation tests, biochemical, ATPlite luminescence. Luciferin 4-monooxygenase (Photinus pyralis), P08659. ATPlite luciferase biochemical, 10 min; 0 = ATP-free wells, 1 = DMSO control. activation factor at 10 µM. 200,000 tested, under 10 active;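 active = luciferase activation factor, scaled between plate controls, of at least 2 with compound at 10 µM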
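System: Luciferase/luciferin detection reagent, cell-free biochemical luciferase assay | Medium: PBS buffer for ATP | Dosing: Test compounds dosed from 2 mM stocks in 100% DMSO | Timing: 10 min at ambient temperature | Signal: Luminescence measurement of luciferase light output | Evaluation: Luciferase activation, seen as luminescence increase over controls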
Redox H2O2 prof – compounds producing H2O2 with reducing agent – biochemical, NIH compound library profiling, artefact control for MLSCN library redox annotation, primary screen | hit rate 0.03% among 200,000 | activation, % at 10 µM | DTT-dependent redox cycling H2O2, phenol red/HRP absorbance; 100% = 100 µM peroxide control, 0% = buffer | AID 878, 2007;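 active = activation of at least 50% relative to the plate's high and low controls in the primary single-dose screen; inactive = activation below 50%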;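 note: compound incubated with DTT at 0.8 mM final as the reducing agent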
HMGR II inh – inhibitors of E. faecalis class II HMGR, primary screen, biochemical, Enterococcus faecalis | AID 1066, 2008 | HMG-CoA reductase (Enterococcus faecalis, mvaE) | inhibition, % at 10 µM | hit rate 0.41% among 190,000 | purified E. faecalis HMGR, NADPH absorbance 340 nm kinetic;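 active = inhibition above a set limit, the median over all tested compounds plus 3 SD, cut at about 9.5% in these data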;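 note: enzyme runs in reverse so mevalonate oxidation gives rising NADPH absorbance; 0% = complete reaction with DMSO and 100% = background rate lacking mevalonate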
APP 5'UTR act – activators of APP 5'UTR luciferase reporter, primary screen, SH-SY5Y cells | hit rate 1% among 190,000 | SH-SY5Y APP 5'UTR luciferase reporter, luminescence; zero percent = DMSO vehicle wells | activation, % at 2 µM;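 active = activation above a set limit, based on mean plus 3 SD of controls, cut at about 140% in these data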; note: values of inactives mirror those of a sister screen read the other way
G6PDH CS – L. mesenteroides G6PDH inhibitors, counter-screen for G6PDH-coupled screening assays, biochemical, Leuconostoc mesenteroides enzyme. inhibition, % at 5 µM. hit rate 0.12% among 200,000. Purified L. mesenteroides G6PDH, diaphorase/resazurin coupled fluorescence, 45 min. glucose-6-phosphate dehydrogenase [Leuconostoc mesenteroides]; in the data active = inhibition above about 50%
APP transl inh – inhibitors of APP translation via 5'UTR reporter, primary screen, APP 5'UTR luciferase, SH-SY5Y cells. SH-SY5Y APP 5'UTR-luciferase reporter, luminescence. inhibition, % at 2 µM. hit rate 0.82% among 190,000. AID 1285, 2008;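 active = inhibition above a set limit, derived from the sample mean plus 3 SD, cut at about 45% in these data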; note: values of inactives mirror those of a sister screen read the other way
The depositor's hits bear a star; · = not tested or not shown. Rows are unselected, and some 5.3% of all compounds hit somewhere here.

Screens in order: G6PDH CS	HMGR II inh	FLuc act counter	APP transl inh	STAT1 act	NF-kB expr up	Hsp70 act	Redox H2O2 prof	APP 5'UTR act	FLuc inhib CS
- Cc1cc(C)n(CC(O)COc2cccc(OCC(O)Cn3nc(C)cc3C)c2)n1 (centres undefined)
    11	2	1	10	98	1.9	-0.4	0.5	-9	0
- O=C(NC1CCN(Cc2nnnn2CCc2ccccc2)CC1)c1ccccc1F
    8	-2	1	1	112	1.4	-0.3	0.0	-1	3
- CN1CC(=O)N2[C@H](c3ccc4c(c3)OCO4)c3[nH]c4ccccc4c3C[C@@H]2C1=O
    7	4	1	·	·	·	-0.2	·	·	-3
- CC(=O)c1cccc(NC(=O)Cn2nc(-c3ccc(Cl)cc3)ccc2=O)c1
    8	4	1	-13	100	0.89	0.0	-1.2	13	-3
- COc1ccc(OC)c(C2CC(c3c(-c4ccccc4)c4cc(Cl)ccc4[nH]c3=O)=NN2S(C)(=O)=O)c1 (centres undefined)
    5	-2	1	-5	99	1.5	-0.3	-3.4	5	-5
- CCn1cc(C(=O)N2CCc3ccccc32)c(=O)c2cc(S(=O)(=O)N3CC(C)CC(C)C3)ccc21 (centres undefined)
    8	5	1.1	11	99	0.58	-0.3	0.3	-11	-10
- Cc1c(Cl)cnc(NC(=O)COC(=O)CCS(=O)(=O)c2ccccc2)c1Cl
    4	0	1	-12	104	1.1	-0.4	2.1	12	-2
- O=C(COc1ccc2ccccc2c1)Nc1ccc(S(=O)(=O)N2CCCCCC2)cc1
    -2	-9	1.1	-3	91	1.1	-0.5	0.3	3	-7
- O=C(CCCc1nc2ccccc2s1)Nc1ccccc1
    3	0	1	-5	106	1.1	-0.2	-1.1	5	1
- Cc1occc1-c1nnc(-c2cc([N+](=O)[O-])cc([N+](=O)[O-])c2)o1
    12	-3	1	5	100	0.98	0.1	-0.8	-5	-4
- COC(=O)c1cc2occc2n1Cc1nc(-c2ccccc2C)oc1C
    11	-2	1	11	104	1	0.0	1.3	-11	-1
- CN(Cc1ccccc1)S(=O)(=O)c1ccc(S(=O)(=O)N2CCN(CCC#N)CC2)cc1
    ·	·	·	-14	99	·	-0.2	0.6	14	·
- COc1ccc(-c2cc(C(=O)Nc3ccccc3SC)no2)cc1
    11	-6	1	-3	107	1.2	-0.2	0.6	3	2
- FC(F)(Cl)c1nnc2ccc(Sc3ccccn3)nn12
    8	-5	1	-12	98	1.1	-0.2	-1.0	11	0
- CCOc1ccc(/C=C/C(=O)c2ccccc2)cc1OC
    -2	1	0.7	-144	119	0.96	-0.2	0.3	144*	28
- CN(C)C(=O)c1ccc(Oc2ccc(C(=O)N(C)C)cc2)cc1
    -3	-7	1	-13	102	1.1	0.0	-0.6	13	-5
- COc1ccc(-c2nc(-c3ccccn3)ncc2S(C)(=O)=O)cc1
    7	-3	1.1	11	104	1.2	-0.2	0.5	-11	-9
- O=C(Cn1nnc(-c2ccccc2Cl)n1)N1CCN(S(=O)(=O)c2ccc(Cl)cc2)CC1
    4	-1	1.1	-7	96	0.71	0.2	-0.4	7	-5
- CCOC(=O)C1CCN(C(=O)CN2C(=O)C(CC)Oc3ccccc32)CC1 (centres undefined)
    -3	-1	1	0	92	1.1	-0.2	0.2	0	-3
- O=C(N/N=C/c1c(O)n(-c2ccc(Cl)cn2)c(=O)c2ccccc12)c1ccncc1
    -1	-5	1	-11	90	1	-0.2	-0.6	11	4
- O=c1[nH]c(SCc2ccccc2)nc2[nH]ncc12
    10	3	1	3	104	1.3	-0.1	0.4	-3	1
- CCN(CC)CCCNC(=O)Cn1ccc2ccccc2c1=O
    -2	4	1	-16	101	0.98	-0.4	-0.6	16	0
- CC(=O)CC(=O)NC1C2CC3CC(C2)CC1C3 (centres undefined)
    10	-4	1	-5	106	1.1	0.5	2.8	5	-3
- Cc1ccc(Oc2nc(-c3ccccc3)ncc2S(C)(=O)=O)cc1
    4	2	1.1	-4	107	1	0.3	-2.6	4	-8
- O=[N+]([O-])c1ccc(N2CCOCC2)cc1SCc1ccco1
    25	-1	1	-12	103	1.4	-0.2	-0.9	12	0
- CCC(CC)c1nc2ccccc2c(=O)[nH]1
    14	-6	1	4	99	0.94	-0.2	-0.3	-4	-4
- COc1ccc(C2C(C(=O)Nc3cc(OC)c(OC)c(OC)c3)c3ccccc3C(=O)N2C)cc1 (centres undefined)
    15	-1	1	69*	101	1.1	-0.1	-0.2	-69	2
- COc1c(Br)cc(Br)cc1/C=N/NC(=O)c1ccncc1
    12	-2	1	3	102	0.81	-0.3	-0.2	-3	-3
- O=C1C=C(NCC2CCCO2)C2(CCCCC2)O1 (centres undefined)
    8	1	1.1	11	98	1.9	0.4	-0.1	-11	-6
- CC(NC(=O)C1c2ccccc2Oc2ccccc21)C1CCCO1 (centres undefined)
    -1	5	1.1	7	98	0.93	-0.3	-0.7	-7	-6

Continued:
Screens in order: G6PDH CS	HMGR II inh	FLuc act counter	APP transl inh	STAT1 act	NF-kB expr up	Hsp70 act	Redox H2O2 prof	APP 5'UTR act	FLuc inhib CS
- COc1cc(OC)c(C(=O)Nc2cccc(C(C)=O)c2)cc1OC
    4	-4	0.8	-13	120	0.62	-0.2	0.3	13	21
- Cc1ccccc1Cn1ccc(NC(=O)CCSc2nc(-c3ccco3)cc(C(F)(F)F)n2)n1
    -34	0	1	-13	98	0.83	-0.3	3.4	13	-5
- CCOC(=O)c1sc(NC(=O)CCN2CCOCC2)c(C(=O)OCC)c1C
    -4	-2	1	-4	104	1.2	0.0	3.4	4	-2
- Cc1nn(C)cc1CNC(=O)c1cc2n(n1)C(C(F)(F)F)CC(c1cccs1)N2 (centres undefined)
    4	-2	1	10	94	1.1	-0.1	-0.1	-10	-3
- CC1CC(C)CN(S(=O)(=O)c2ccc3c(c2)oc(=O)n3CC(=O)N2CCOCC2)C1 (centres undefined)
    16	-2	1	-7	107	1.1	-0.1	-1.0	7	-2
- O=C(NN1C(=O)c2ccccc2NC1c1ccco1)c1ccccc1 (centres undefined)
    3	-5	1	-3	107	1.5	-0.1	0.0	3	-4
- CNc1nc2c(C)cccn2c(=O)c1C=NCc1ccccc1
    18	0	1	-10	104	1.2	-0.3	0.4	10	-4
- O=C(Nc1ccc(Cl)cc1)N1CCN(c2ccccc2)CC1
    6	-2	1.1	-29	109	1.2	0.1	0.8	29	-6
- COc1cccc(N2CCN(Cc3nc(N)nc(N4CCCc5ccccc54)n3)CC2)c1
    6	-1	1.1	1	96	1.2	-0.2	2.0	-1	-9
- CC1(C)CC(=O)c2sc(NS(=O)(=O)c3ccc(Br)cc3)nc2C1
    5	-2	1	-10	96	1.2	-0.1	0.3	9	-2
- c1ccc(N/N=C(\Cc2ncc[nH]2)c2ccccc2)cc1
    5	-1	1	-3	97	1.1	-0.3	-0.4	3	0
- COc1ccc(N(CC(=O)NCC2CCCO2)S(=O)(=O)c2ccc(C)cc2)cc1OC (centres undefined)
    -3	-8	1.1	-4	102	1.1	0.2	3.3	4	-9
- CCCCN(CC)c1nc(N)c(C#N)c(CC#N)c1C#N
    24	-3	1	-17	103	0.78	0.0	0.9	17	-2
- O=C(Nc1nc(-c2ccc(Cl)s2)cs1)c1ccccc1
    -2	-3	1	-1	103	1.3	-0.4	-0.1	1	2
- O=S(=O)(Nc1nccs1)c1ccc(NS(=O)(=O)c2cccs2)cc1
    2	-1	1.2	4	102	1.1	0.2	0.6	-4	-19
- O=C(CCc1nc2ccccc2c(=O)[nH]1)NCc1cccc(Cl)c1
    3	4	1	-1	108	1.1	0.1	0.1	1	-4
- CC(C)c1ccc(C2CC(=O)c3cnc(N4CCc5ccccc5C4)nc3C2)cc1 (centres undefined)
    9	3	1.1	0	106	0.82	-0.3	4.3	0	-6
- O=C1CCN(C(=S)NCc2ccccc2)CC1
    3	-8	1.1	5	97	1.1	0.1	0.5	-5	-7
- O=C(COc1ccc(Cl)cc1[N+](=O)[O-])N1CCCCCC1
    -3	0	1	24	102	0.93	-0.5	0.3	-24	-2
- O=C(O)Cc1ccc(NC(=S)Nc2cccc(Cl)c2Cl)cc1
    4	-2	1	-9	102	1.1	-0.3	-0.5	9	-4
- COc1cc2c(cc1OC)CN(C(=O)CCCN1C(=O)c3ccccc3C1=O)CC2
    0	0	1.1	-10	91	1.3	-0.2	1.2	11	-8
- O=C(/C=C/c1ccc(-c2ccccc2[N+](=O)[O-])o1)c1ccc(F)cc1
    10	-3	1	-24	109	1.1	0.1	-6.4	24	0
- Cc1ccc(F)cc1NC(=O)c1cnccn1
    5	3	1	4	102	1.1	-0.2	-0.2	-4	-3
- CC1(C)CC(=O)C2=C(C1)Nc1cc3c(cc1C2c1ccc(F)cc1)OCO3 (centres undefined)
    8	-5	1.1	-2	92	1.1	-0.2	0.4	2	-5
- O=C1CCCC2=C1C(c1cccc(Br)c1)n1nc(-c3ccco3)nc1N2 (centres undefined)
    ·	·	·	-9	96	·	-0.1	-0.3	9	·
- Cc1cc(C)c2c(N=NN3CCCCC3)[nH]nc2n1
    -3	1	0.9	2	116	2.1	-0.1	-0.5	-2	10
- C/C(=N\Nc1nc(N2CCCCCC2)nc(N2CCCCCC2)n1)c1ccccc1
    -3	-6	1.1	-10	101	1.1	-0.1	0.0	10	-8
- CCN(C(=O)COc1cccc2cccnc12)C1CCS(=O)(=O)C1 (centres undefined)
    34	-2	1	1	102	1.1	0.0	0.3	-1	-4
- NS(=O)(=O)c1ccc(N/N=C/c2cn(-c3ccccc3)nc2-c2ccccc2)c([N+](=O)[O-])c1
    10	0	1	12	113	0.93	-0.2	-0.3	-12	5
- Cc1cccc(/C(N)=N/OC(=O)COc2ccccc2Cl)c1
    5	1	0.9	-49	135*	1.7	-0.1	-0.1	49	6

The listing continues.
Screens in order: G6PDH CS	HMGR II inh	FLuc act counter	APP transl inh	STAT1 act	NF-kB expr up	Hsp70 act	Redox H2O2 prof	APP 5'UTR act	FLuc inhib CS
- C1CCN=C(Nc2nn[nH]n2)CC1
    8	-8	1.1	-1	99	0.93	0.2	4.7	1	-6
- O=C(CS(=O)CC(=O)N(c1ccccc1)C(C(=O)NC1CCCCC1)c1ccco1)Nc1ccc(F)cc1 (centres undefined)
    2	-6	1.1	3	102	1.1	-0.6	0.4	-3	-6
- O=c1c2[nH]c3ccccc3c2ncn1CCN1CCCCC1
    2	2	1	-1	102	1.1	-0.6	0.6	1	-1
- Cc1ccc(NC(=O)/C(=C\c2ccc([N+](=O)[O-])cc2)NC(=O)c2ccccc2)cc1
    9	-5	1.1	7	100	1.1	0.7	-4.4	-7	-7
- Cc1ccc(NC(=O)Cc2ccc([N+](=O)[O-])cc2)c(Br)c1
    6	-6	1	-15	96	0.95	-0.3	-0.1	15	-4

Assay outcomes: PubChem BioAssay, several laboratories
